Assay outcomes (PubChem)
D1 potentiator = Potentiators of Human D1 Dopamine Receptor: qHTS | HEK293 TREx D1 cells, calcium flux, dopamine EC20 potentiation | potentiation, % at 10 µM | 360,000 compounds, 0.036% hits; in the data active means potentiation above about 30%; further: 0% is about no effect
Target sequence (P21728 whole entry, looked up): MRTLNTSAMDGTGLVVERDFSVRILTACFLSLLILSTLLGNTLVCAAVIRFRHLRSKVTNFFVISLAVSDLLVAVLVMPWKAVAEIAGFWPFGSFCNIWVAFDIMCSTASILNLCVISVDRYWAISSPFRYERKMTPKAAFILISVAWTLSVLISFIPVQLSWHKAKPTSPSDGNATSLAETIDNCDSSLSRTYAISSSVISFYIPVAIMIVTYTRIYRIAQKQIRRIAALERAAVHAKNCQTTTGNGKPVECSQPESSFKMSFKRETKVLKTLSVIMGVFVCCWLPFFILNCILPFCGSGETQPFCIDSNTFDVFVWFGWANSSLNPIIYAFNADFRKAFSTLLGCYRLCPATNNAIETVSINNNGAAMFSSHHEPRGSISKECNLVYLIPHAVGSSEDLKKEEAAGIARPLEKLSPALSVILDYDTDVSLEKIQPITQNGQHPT
D2 PAM = HTS Assay for Positive Allosteric Modulators of the Human D2 Dopamine Receptor: Primary Screen for Potentiators. 340,000 compounds, 0.34% hits. HEK293 T-REx D2, calcium flux, EC20 dopamine potentiation. potentiation, % at 10 µM;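 active means potentiation over 3 SD above the plate norm, cut at about 30% in these data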; further: 0% is about no effect
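Potentiation of an EC20 dopamine calcium response measured kinetically over 180 s, after a preceding 180 s compound-only read flagging agonists. Cells: inducible Hek293 Trex D2 line, 4000/well, cultured overnight at 30 C before dye loading.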
D1 antagonist = Antagonist of Human D 1 Dopamine Receptor: qHTS; D(1A) dopamine receptor (Homo sapiens), P21728; HEK293 TREx D1 cells, calcium flux, dopamine EC80; hits give low values; activity change, negative = inhibition, % at 10 µM; 360,000 compounds, 3.2% hits; AID 504652, 2011; in the data active means activity change below about -30%; further: on the % scale 0 is the no-effect control and ±100 the full control effect
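Compound effects on dopamine-evoked calcium signalling were measured in tetracycline-induced HEK293 Trex D1 cells. Dopamine at EC80 followed a 180 s compound pre-read, and fluorescence was tracked kinetically for 180 s more.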
D1 ag = Allosteric Agonists of the Human D1 Dopamine Receptor: qHTS; HEK293 T-REx D1 cells, calcium flux, agonist mode; activation, % at 2 µM; 360,000 compounds, 1% hits; further: 0% is about no effect
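Tetracycline-induced HEK293 TREx D1 cells, force-coupled to calcium signalling, were dye-loaded with a no-wash calcium kit. Compound was pin-added after a 10 s baseline. Fluorescence was read kinetically at 1 cycle/s for 180 s, with calcium rises flagged as agonism.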
D2 antag = HTS Assay for Allosteric Antagonists of the Human D2 Dopamine Receptor: Primary Screen for Antagonists; inhibition, % at 10 µM; 340,000 compounds, 2% hits; HEK293 TREx D2 cells, calcium flux, dopamine EC80; AID 485344, 2010; in the data active means inhibition above about 30%; further: 0% is about no effect
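Cells plated overnight at 30 C with tetracycline; no-wash calcium dye, 30–90 min RT; 10 s baseline; compound pinned; 180 s read; EC80 dopamine added; another 180 s read.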
TRHR agonist = qHTS for Small Molecule Agonists and Allosteric Enhancers of Human TRH Receptor: Primary Screen for Agonists | Thyrotropin-releasing hormone receptor (Homo sapiens), P34981 | TRHR cells, calcium flux fluo-8, FDSS agonist mode | activation, % at 2 µM | 360,000 compounds, 0.18% hits | AID 493084, 2011; further: 0% is about no effect
Target sequence (P34981 whole entry, looked up): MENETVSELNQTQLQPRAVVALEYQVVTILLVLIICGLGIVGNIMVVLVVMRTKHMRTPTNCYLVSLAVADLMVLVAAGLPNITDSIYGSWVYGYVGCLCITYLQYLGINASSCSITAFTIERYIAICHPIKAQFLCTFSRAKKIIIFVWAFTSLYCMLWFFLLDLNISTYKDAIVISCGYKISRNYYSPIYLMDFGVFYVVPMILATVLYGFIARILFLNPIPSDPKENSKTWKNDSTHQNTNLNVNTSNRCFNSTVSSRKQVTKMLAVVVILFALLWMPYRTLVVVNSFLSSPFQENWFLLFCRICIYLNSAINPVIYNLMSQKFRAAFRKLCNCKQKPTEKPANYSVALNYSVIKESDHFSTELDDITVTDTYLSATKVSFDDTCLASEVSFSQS
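Read-out: compound-evoked intracellular calcium rise in TRHR cells, fluo-8 dye, kinetic FDSS fluorescence at 1 s/cycle following a 10-cycle baseline. Cells cultured overnight before dye loading (30 min–1.5 h, RT).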
TRHR PAM = qHTS for Small Molecule Agonists and Allosteric Enhancers of Human TRH Receptor: Primary Screen for Enhancers. TRHR cells, fluo-8 calcium fluorescence, EC20 TRH enhancement. enhancement, % at 2 µM. 360,000 compounds, 0.66% hits; in the data active means enhancement above about 30%; further: 0% is about no effect
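Enhancer read-out: after compound pinning and an initial kinetic agonist-mode read, an EC20 of TRH (10 nM final) was injected and fluo-8 calcium signal (Ex 480/Em 530) followed at 1 s/cycle for 100 cycles in TRHR-expressing cells.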
RXFP1 antagonist = qHTS Assay for Antagonists of the Relaxin Receptor RXFP1. Relaxin receptor 1 (Homo sapiens), Q9HBX9. HEK293-RXFP1, relaxin-stimulated cAMP HTRF, 30 min; hits give low values. activity change, negative = inhibition, % at 57.5 µM. 350,000 compounds, 0.59% hits. AID 1259400, 2018;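 active means activity change of -60% or lower, but not beyond a set lower limit; inconclusive means change between -60% and -40%, or beyond the set limit; inactive means change above -40%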; further: on the % scale 0 is the no-effect control and ±100 the full control effect
D2 ag = HTS Assay for Allosteric Agonists of the Human D2 Dopamine Receptor: Primary Screen for Agonists; HEK293 T-REx D2 cells, calcium flux agonist mode; activation, % at 2 µM; 340,000 compounds, 0.53% hits; AID 485358, 2010;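 active means activation over 3 SD above normal in the single-dose calcium agonist read, cut at about 30% in these data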; further: 0% is about no effect
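HEK293 Trex D2 cells, tetracycline-induced, o/n 30 C 5% CO2; no-wash Ca dye, RT 30–90 min; 10-cycle baseline, 23 nl cpd added, kinetic Ca read 180 s; agonist hits = positive Ca response.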
Active calls of the source: *; ? = inconclusive; . = not tested or not shown; & = joins results of further samples. Unless noted, no stated cut-off is given here; in the data, active means activation above about 30%; inactive means the rest. Not a hit list. About 7.1% of those tested had a hit in this group.

Compound	D1 potentiator	D2 PAM	D1 antagonist	D1 ag	D2 antag	TRHR agonist	TRHR PAM	RXFP1 antagonist	D2 ag
O=C(CN1CCN(C2CCS(=O)(=O)C2)CC1)N1N=C(c2ccc(Cl)cc2)CC1c1ccco1 (stereo not drawn)	-5	8	-18	2	-10	0.7	5	-6	0.5
COC(=O)CNC(c1ccccc1)c1cc(Br)ccc1NC(=O)CCN1CCOCC1 (stereo not drawn)	-4	-30	2	22	14	1.7	4	-1	-0.1
COc1cccc(NC(=O)CS(=O)(=O)Cc2nc(-c3ccc(C)cc3)oc2C)c1	4	2	4	-1	6	-0.5	-5	9	-0.5
CCOC(=O)C1=C(c2ccccc2)Nc2ncnn2C1c1ccc(O)cc1 (stereo not drawn)	-1	-2	5	2	-1	0.5	1	-7	-0.7
O=C(CN1C(=O)NC(c2ccccc2)(c2ccccc2)C1=O)NC1CCCC1	-1	-2	8	3	1	0.4	1	0	-0.7
NC(=NCc1ccccc1)c1cccc([N+](=O)[O-])c1	-5	1	9	3	-11	1.6	5	13	-0.9
Oc1ccc(N=Nc2ccccc2C(F)(F)F)c2cccnc12	-8	-5	4	1	-6	-0.1	-2	15	0.8
CNC(=O)CCn1nc(-c2ccc(C)cc2)c2ccccc2c1=O	6	-13	4	2	5	-0.2	9	-15	-0.4

Continued; it opens with the 2 that closed the last part.
Compound	D1 potentiator	D2 PAM	D1 antagonist	D1 ag	D2 antag	TRHR agonist	TRHR PAM	RXFP1 antagonist	D2 ag
Oc1ccc(N=Nc2ccccc2C(F)(F)F)c2cccnc12	-8	-5	4	1	-6	-0.1	-2	15	0.8
CNC(=O)CCn1nc(-c2ccc(C)cc2)c2ccccc2c1=O	6	-13	4	2	5	-0.2	9	-15	-0.4
COCCSc1ccccc1C(=O)N1CCCC1	7	8	-1	1	10	0.2	2	-15	0.9
C/C(=N\Nc1ccc(C(F)(F)F)cn1)c1ccncc1	1	-12	9	-1	-12	-0.3	0	-9	-0.3
CCCOC(=O)CN1C(=O)c2ccc(C(=O)OCCC)cc2C1=O	-4	0	-28	0	-9	-0.3	5	6	0.3
COCCCn1c(=NC(C)=O)c(C#N)cc2c(=O)n3cccc(C)c3nc21	-1	6	-10	0	3	0.1	11	-6	-0.4
CCCn1cc(CN2CCCC(C(=O)c3ccc4c(c3)OCO4)C2)c(C)n1 (stereo not drawn)	-6	-19	14	6	-16	0.3	1	-9	0.4
O=C(COC(=O)/C(=C/c1cccs1)c1cccs1)NCc1ccccc1Cl	-6	-6	4	9	-6	0.1	-4	-4	-1.2
COc1cc(/C=C2\SC(=S)N(C(C(=O)O)c3ccccc3)C2=O)cc(OC)c1OC (stereo not drawn)	-4	-1	12	3	-6	-1.1	2	-4	-1.6
CCCCNCCCOc1cc(Cl)ccc1Cl	-6	-19	-25	15	56*	0.7	2	-7	-0.3
CC(=O)Nc1c(-c2ccc(Cl)cc2)c(=O)c2ccccc2n1C	3	-3	7	2	16	0.2	-9	-9	1.2
CC(=O)Nc1ccc(SCC(=O)N(CCC#N)c2cc(C)cc(C)c2)cc1	-2	0	-6	4	12	-0.4	4	0	0.4
COc1ccc(C)cc1NC(=O)C(OC(=O)c1cnc(C)cn1)c1ccccc1 (stereo not drawn)	-3	4	1	-1	-22	-0.3	-3	1	-1.4
Cc1cc(F)ccc1NC(=O)c1sc2nc(-c3cccs3)ccc2c1N	-1	15	-7	14	.	0.4	3	.	-1.4
CCOC(=O)c1ccc(NC(=S)N(CCCN2CCCC2)Cc2cccs2)cc1	-3	-16	-13	12	9	0.8	-1	1	4.5
CCn1cc(C(=O)NCc2ccncc2)c(=O)c2cc(F)c(N3CCN(C(=O)c4ccco4)CC3)cc21	-4	3	3	-1	22	-0.7	-4	-16	-0.5
COCCNC(=O)C1CCCN(c2ncccn2)C1 (stereo not drawn)	-6	6	-7	1	2	0.5	-7	14	0.4
Cc1cc(C)c(S(=O)(=O)N(C)CC(=O)NCc2ccccn2)c(C)c1	2	8	4	0	-14	-0.6	6	3	0.1

Quoted at random: 3 records from the list
Compound	D1 potentiator	D2 PAM	D1 antagonist	D1 ag	D2 antag	TRHR agonist	TRHR PAM	RXFP1 antagonist	D2 ag
Cc1cc(F)ccc1NC(=O)c1sc2nc(-c3cccs3)ccc2c1N	-1	15	-7	14	.	0.4	3	.	-1.4
Cc1cc(C)c(S(=O)(=O)N(C)CC(=O)NCc2ccccn2)c(C)c1	2	8	4	0	-14	-0.6	6	3	0.1
COc1ccc(C)cc1NC(=O)C(OC(=O)c1cnc(C)cn1)c1ccccc1 (stereo not drawn)	-3	4	1	-1	-22	-0.3	-3	1	-1.4

(continued)
Compound	D1 potentiator	D2 PAM	D1 antagonist	D1 ag	D2 antag	TRHR agonist	TRHR PAM	RXFP1 antagonist	D2 ag
Cc1cccc2c3c([nH]c12)CCNC3	4	-20	-21	-1	21	1.1	-3	-15	-2.1
O=C(NCCN1C(=O)C2C3C=CC(C3)C2C1=O)Nc1ccccc1O (stereo not drawn)	.	-7	-6	4	16	0.6	0	-1	0.1
CCN(CC(=O)NCc1ccc(Cl)cc1)C(=O)CSCC(=O)Nc1cccc(C)c1	0	-5	1	0	9	-0.3	-6	3	-1.2
Nc1cc(-c2nn[nH]n2)ccc1F	0	10	7	1	12	-0.5	-3	3	0.8
CC(C)CCNC(=O)c1c2c(nc3ccccc13)C(=O)N(C1CCCCC1)C2	-4	-2	9	0	.	-0.8	-5	-15	0.4
Cc1ccc(CNS(=O)(=O)c2ccc(C(F)(F)F)cc2)n1C	-3	12	-24	-1	3	-0.3	-3	7	0.1
CC(C)(C)C(=O)Nc1ccc(S(=O)(=O)c2ccc(NC(=O)C(C)(C)C)cc2)cc1	3	-1	1	6	-3	0.3	8	15	0.4
O=C(CSc1nc2ccccc2[nH]1)Nc1nc(-c2cccc(Br)c2)cs1	-6	9	-1	4	-1	1.2	4	5	1.7
CCCNC(=O)NC(=O)CSc1nc2cc(C(=O)OC)ccc2c(=O)n1-c1ccccc1	0	12	0	0	-6	-0.1	1	-9	0.9
O=C(NCc1ccccc1)C(c1cccnc1)N(C(=O)c1ccccn1)c1ccc(F)cc1 (stereo not drawn)	-3	.	29	2	.	0.2	-3	-7	.
Oc1c(C(c2cccs2)N2CCN(c3cccc(Cl)c3)CC2)sc2ncnn12 (stereo not drawn)	3	-13	-25	-3	-6	-0.1	-2	-2	0.6
CC(C)CNc1nc(Oc2ccc(OCC(N)=O)nn2)nc(N2CCOCC2)n1	-1	-4	11	0	.	0.8	18	9	0.5
CC(=O)N1CCN(c2ccc(Oc3ncnc4sccc34)cc2)CC1	-7	0	-2	4	2	0.1	-3	5	0.6
CC(=O)c1sc2nc(=O)c(C)nn2c1C	-6	2	-2	1	18	0.4	0	14	0.6
COC(=O)c1ccccc1NC(=O)CSc1nc2nc(C)cc(C)n2n1	-3	4	-3	-1	.	-0.7	5	.	0.0
COc1ccc(C(=O)NCC(c2ccco2)N2CCc3ccccc3C2)cc1 (stereo not drawn)	0	-5	22	20	-9	4.6	5	-13	1.9
Cn1c(CNc2ccc(Cl)cc2)nnc1SCc1ccccc1	1	-3	4	1	-5	-0.6	-6	6	-0.3
O=C(Nc1cccc(Cl)c1)C1CCN(c2nc3ccccc3nc2C(F)(F)F)CC1	1	0	0	7	.	1.9	-4	.	0.8
Cc1ccc(S(=O)(=O)N[C@H](C(=O)OCC(=O)NC(=O)Nc2ccc3c(c2)OCCO3)C(C)C)cc1	2	17	13	2	-11	0.1	10	-10	0.1
Cc1ccc(CNC(=O)C2c3ccccc3C(=O)N(C)C2c2c[nH]c3ccccc23)o1 (stereo not drawn)	-9	.	-10	2	.	-0.8	-1	0	.
Cc1cc(C)c2c(n1)SCC(=O)N2CC(=O)Nc1c(C)cccc1C	-9&1	-1&7	-12&5	1&2	-5	0.1&0.7	0&0	16	0.3&-0.3
COc1cc(OC)c2c(C)cc(=O)oc2c1C(CCN1CCOCC1)c1ccc(N(C)C)cc1 (stereo not drawn)	-9	8	9	3	-9	0.4	4	.	0.7
CC1=Nc2cc(C(=O)N3CCC(C)CC3)ccc2Sc2ccc(Cl)cc21	5	0	6	1	.	-1.2	-4	.	-1.3
Cc1cc(C)n(CCNS(=O)(=O)c2ccc(Cl)cc2)n1	-4	-7	-5	7	-4	-0.7	-8	4	-1.1
Cc1cc(NC(=O)COC(=O)C2CC(=O)N(c3ccc(C)c(Cl)c3)C2)no1 (stereo not drawn)	-6	-12	-19	0	10	-0.8	-8	-3	-1.0
Cc1cc(SCC(=O)OCC(=O)NCC2CCCO2)c(C)cc1Br (stereo not drawn)	-4	2	-19	8	-26	1.0	2	-3	2.0
CCOC(=O)N1CCN(C(=O)CN(c2cc(C(F)(F)F)ccc2Cl)S(C)(=O)=O)CC1	0	-1	2	2	-9	0.1	-2	-10	0.2
O=C(NNC(=O)C1CCCC1)c1ccc(F)cc1	-6	4	5	2	-2	0.6	4	7	1.2
Cc1ccccc1-n1c(=O)cc(NCc2ccc3c(c2)OCO3)[nH]c1=O	3	-4	16	0	-1	-1.4	4	-2	-1.3
CCN(CC)CCNc1nc(-c2ccccc2)nnc1C(F)(F)F	1	-5	-3	5	4	0.9	7	-14	1.9
Cc1cc(N2CCN(C(=O)c3ccco3)CC2)n2ncc(-c3ccccc3)c2n1	-8	6	-8	2	-8	-0.3	0	-8	0.2
CCOc1cc(/C=N/Nc2nnc(C)n2N)ccc1OC(C)=O	-2	12	-33*	0	10	-1.3	5	4	-2.0
CCOc1ccc(N(CC(=O)NCc2ccccc2OC)S(C)(=O)=O)cc1	-7	-5	4	2	9	-0.3	-4	9	0.1
COc1ccc(-c2cc(-c3ccccc3)nc(SC(C)C(=O)O)c2C#N)cc1 (stereo not drawn)	7	-5	-4	4	-2	-0.8	1	2	-1.0
Cc1cc2ccccc2cc1CN1CCCCC1	-1	-3	12	4	-11	0.4	2	-5	0.0
O=C(/C(=C/O)N=Nc1ccccc1)c1ccco1	2	7	1	2	-1	-0.2	4	?	-0.9
COc1ccc2oc(=O)c(C(=O)N3c4ccccc4CC3C)cc2c1 (stereo not drawn)	-4	.	-10	1	.	-1.0	1	1	.
